aSyn tox rescue = qHTS of alpha-syn Inhibitors: NCGC Sytravon Library Screen | Potency, µM (highest dose often 46.1 µM), without a hit: at the highest dose growth rescue (activation), hits mostly activators | S. cerevisiae alpha-synuclein toxicity rescue, BacTiter-Glo growth, 24 h | AID 1347070, 2019 | 94,000 compounds, 0.02% hits; active = well fitted activation curve with a large enough effect; inconclusive = small, poorly fitted or top-dose-only effect; also: 0% is about no effect
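Growth restoration measured by BacTiter-Glo luminescence after 24 hr at 30 deg C; alpha-synuclein yeast, raffinose-pregrown to mid-log, were added at OD600=0.02 in galactose medium onto pinned compounds.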
Numbers without * were called inactive; u = inconclusive; & = joins results of further samples; [ ] = another dose, or the depositor's remark. Potency is read from the fitted curve at half-maximal effect.

mol | aSyn tox rescue
CN(Cc1ccccc1)C(=O)CN1CCN(S(=O)(=O)c2ccccc2F)CC1 | -11.0%
COc1ccccc1NC(=O)c1c(NC(=O)c2ccccc2Cl)sc2c1CCC2 | -7.6%
O=C(O)c1ccc(-n2ncc3c2/C(=C/c2cccc([N+](=O)[O-])c2)CC3)cc1 | 12.1%
CCCCn1c(CNC(C)=O)nc2ccccc21 | -5.2%
CCCNC(=O)C1CCC(Cn2c(=O)c3sccc3n(CC(=O)Nc3ccccc3C)c2=O)CC1 (stereo unspecified) | 1.2%
CC(=O)c1cc(C#N)c(N2CCCC2)nc1C | 6.4%
COc1ccc(CNC(=O)CN2C(=O)CSc3ccc(S(=O)(=O)N4CCC(C)CC4)cc32)cc1 | -4.1%
O=C(CC12CC3CC(CC(Br)(C3)C1)C2)NCc1ccccc1 | 5.5%
N#Cc1c(-c2cccs2)nc(SCC(=O)c2ccc(Br)cc2)[nH]c1=O | 11.4%
COc1ccc(NC(=O)CN2C(=O)C(C)(C)c3cc(S(=O)(=O)N4CCCCC4)ccc32)cc1Cl | 3.1%
Cc1ccc(NC(=O)CSc2nc(N)c(-c3ccccc3)c(=O)[nH]2)cc1Cl | -1.5%
CSc1ccc(S(=O)(=O)N2CCC(C(=O)NCc3ccccn3)CC2)cc1 | -1.0%
Cc1ccn2c(=O)nc(SCC(=O)Nc3ccc4c(c3)OCO4)nc2c1 | -7.4%
CN(C)C(=O)C(OC(=O)c1ccc2ccccc2n1)c1ccccc1 (stereo unspecified) | 8.8%
COc1ccc(OCC(=O)Nc2cc(-c3ccccc3F)nn2-c2ccccc2)cc1 | -7.9%

Some values from the entries so far.
aSyn tox rescue with CSc1ccc(S(=O)(=O)N2CCC(C(=O)NCc3ccccn3)CC2)cc1 stands at -1.0%
aSyn tox rescue with COc1ccc(CNC(=O)CN2C(=O)CSc3ccc(S(=O)(=O)N4CCC(C)CC4)cc32)cc1 stands at -4.1%

The list continues:
mol | aSyn tox rescue
O=C(Cc1cccc(C(F)(F)F)c1)NCc1ccc(Cl)cc1 | 11.4%
COCOCCn1cc(CN2CCS(=O)(=O)N(Cc3ccc(-c4ccc(Cl)cc4)cc3)C(CC(C)C)C2=O)nn1 (stereo unspecified) | -1.0%
CN1C(=O)Cc2cc(S(=O)(=O)N3CCN(c4cccc(C(F)(F)F)c4)CC3)ccc21 | -4.4%
COc1ccc2oc(C(=O)Nc3nc4ccc(S(C)(=O)=O)cc4s3)c(C)c2c1 | 14.1%
CC(C)(C)C(=O)Nc1ccccc1C(=O)OCc1cc(=O)n2ccsc2n1 | -10.6%
COc1ccc(OC)c(CCNC(=O)Cn2cccc2C(=O)c2ccccc2C)c1 | 3.4%
CCCCOc1ccc(-c2nn(-c3ccccc3)cc2C2NC(=O)NC(C)=C2C(=O)OC)cc1 (stereo unspecified) | -6.4%
O=C(/C=C/c1ccco1)NC(=S)Nc1cccc([N+](=O)[O-])c1 | -0.1%
CCOc1ccc(S(=O)(=O)N2CCOCC2)cc1NC(=O)CN1C(=O)NC(C)(c2ccc(C)cc2)C1=O (stereo unspecified) | 3.7%
COc1ccc(C(=O)Nc2c(N)nc(SCC(=O)N3CCCCCC3)[nH]c2=O)cc1OC | 5.7%
O=C(NCC1(N2CCCCC2)CCCCC1)c1ccc(NS(=O)(=O)c2ccccc2)cc1 | 9.4%
COc1ccc(S(=O)(=O)Nc2ccc(F)c(F)c2)cc1C(=O)N1CCOCC1 | -4.2%
COc1cc(OC)c(OC)cc1CN1CCCC(C(=O)c2sccc2C)C1 (stereo unspecified) | 4.8%
Cc1ccccc1C(=O)N(Cc1nc(-c2ccc(Cl)cc2)no1)C(C)C | 28.6%
FC(F)(F)c1cccc(CC2CN(Cc3ccccc3)Cc3ccccc3N2c2cc(Cl)cc(Cl)c2)c1 (stereo unspecified) | 12.9%

The list goes on.
mol | aSyn tox rescue
CC(=O)NC(CC(=O)NC1CCCc2ccccc21)c1ccccc1 (stereo unspecified) | -8.8%
Cc1cc(S(=O)(=O)NCC(c2ccc3c(c2)OCO3)N2CCOCC2)ccc1F (stereo unspecified) | 1.1%
CCc1ccc2oc(C(=O)Nc3cccc(C(F)(F)F)c3)cc(=O)c2c1 | 3.7%
COc1ccc(NC(=S)N2CCCCC2c2cccnc2)cc1 (stereo unspecified) | -6.1%
Cc1ccc(NC(=O)Cn2c(-c3cncs3)nc3ccccc32)c(Br)c1 | -3.3%
Cn1cc(SCC(=O)Nc2ccc3c(c2)OCCO3)c2ccccc21 | -0.8%
N/C(=N\OC(=O)Nc1ccccc1)c1ncc([N+](=O)[O-])s1 | -2.3%
COc1cc2[nH]c(=O)n(CCCCCC(=O)N3CCN(c4ccc(Cl)cc4)CC3)c(=O)c2cc1OC | -10.1%
O=C(NNC(=O)c1cc2ccccc2cc1O)c1cccs1 | 3.9%
C=CCn1cccc(C(=O)Nc2cc(OC)c(OC)c(OC)c2)c1=O | -5.6%
Cc1ccc(NC(=O)c2ccc(CNS(=O)(=O)c3ccc4c(c3)C(C)(C)C(=O)N4C)cc2)cc1 | -7.9%
CCc1ccc(NC(=O)CSc2cn(CC(=O)N3CCOCC3)c3ccccc23)cc1 | 4.7%
CCOC(=O)CCSc1n[nH]c(=S)s1 | -11.3%
Cc1cc(C(F)F)n2nc(C(=O)Nc3cccc(Cl)c3C)nc2n1 | -5.1%
COc1cc(NC(=O)c2ccc(NC3=NC4CS(=O)(=O)CC4S3)cc2)cc(OC)c1 (stereo unspecified) | u

Continued.
mol | aSyn tox rescue
O=C(N/N=C/c1ccc(N2CCOCC2)cc1)c1ccccc1OCCOc1ccccc1 | -3.4%
CCc1cccc(C)c1NC(=O)c1cc(S(=O)(=O)N2CCCCCC2)cn1C | 1.3%
Cc1cccc(-c2nnc(SCC(=O)Nc3cccc(C(=O)N4CCOCC4)c3)n2C)c1 | 3.2%
O=[N+]([O-])c1cc([N+](=O)[O-])c2n[nH]c(-c3ccccc3)c2c1 | -16.1%
CCOc1ccc(CCNC(=O)c2cccc(S(=O)(=O)N3CCOCC3)c2)cc1OCC | -1.2%
CCc1ccccc1NC(=O)Nc1cc(C(=O)NCc2ccc(C(C)C)cc2)ccc1N1CCCC1 | 0.9%
Cc1cccc(C2(c3cccc(C)c3)CC2C(=O)NCC2CCCO2)c1 (stereo unspecified) | 7.0%
O=C(CSc1ncccc1C(=O)O)NC12CC3CC(CC(C3)C1)C2 | -0.8%
COc1ccc(C2N(c3cc(Cl)ccc3OC)C(=O)C3CCCN32)cc1OC (stereo unspecified) | -4.1%
NC(=O)C1(N2CCCCC2)CCN(C(=O)Nc2ccc(C(F)(F)F)cc2)CC1 | -9.5%
CC(C)CCn1c(CN2CCOCC2)nc2c1c(=O)n(C)c(=O)n2C | 0.9%
O=C(Nc1ccc(C(=O)O)cc1)/C(=C/c1ccc([N+](=O)[O-])cc1)NC(=O)c1ccccc1 | -0.7%
O=C(NC1(C(F)(F)F)N=C(c2ccccc2)N(Cc2ccccc2)C1=O)c1ccc(F)cc1 (stereo unspecified) | -4.1%
CCn1nnc2cc(C(=O)Nc3cccc(Cl)c3C)ccc21 | -12.2%
Cn1c(=O)c2sccc2n2c(CCCC(=O)Nc3ccc(F)c(F)c3)nnc12 | 3.2%

Other results:
mol | aSyn tox rescue
CCc1ccccc1NC(=O)C1CCN(c2cnccn2)CC1 | 5.6%&1.0%
COc1ccc(N2CCN(CCCNC(=S)Nc3c(C)cccc3C)CC2)cc1 | -8.0%
Cn1nnnc1N=N/C(=N/Nc1ccccc1)c1ccccc1 | -42.8%[inhibitor]
Cc1cccc(N2CCC(NCc3c(C(=O)N4CCCCC4)nc4c(C)cccn34)CC2)c1 | -4.4%
Cc1ccccc1N1CCN(C(=O)NCc2cccc(Cl)c2)CC1 | 9.8%
Cc1cc(C)n2c(SCC(=O)N(CCC#N)c3ccc4c(c3)OCCO4)nnc2n1 | -8.6%
O=C(Nc1ccncc1)C1CCN(S(=O)(=O)c2ccccc2)CC1 | 10.5%
CC(C)c1ccc(N2CC(C)(C)C2=O)cc1 | 11.8%
CCOC(=O)C1(Cc2ccccc2)CCN(CC2CC=CCC2)CC1 (stereo unspecified) | -0.7%
COc1ccc(S(=O)(=O)NC2CC(=O)N(c3ccc(C)c(C)c3)C2)cc1 (stereo unspecified) | 3.9%
COC(=O)c1ccc(Cn2nnc3c(=O)[nH]c(C4CCCN(S(=O)(=O)c5ccccc5)C4)nc32)cc1 (stereo unspecified) | -9.0%
CCC1=NN(C(=O)c2ccccc2O)C(O)(c2ccccc2)C1 (stereo unspecified) | -0.4%
Cc1ccc(NC(=O)c2cc(S(=O)(=O)N3CCCC3)c[nH]2)c(C)c1 | -9.3%
CCOc1ccc(NC(=O)c2ccc3c(c2)nnn3C2CCCC2)cc1 | -9.6%
COc1ccccc1NC(=O)c1c(C)nc2ccccc2c1C(=O)O | 7.9%

Following part
mol | aSyn tox rescue
COc1ccc(Cn2ccc3nc(C)c(C(=O)NCc4ccc(SC)cc4)cc3c2=O)cc1 | 1.8%
CCn1c(C(=O)NCc2ccccc2Cl)cc2sc(Cl)cc21 | -1.8%
CN(CCc1ccccn1)C(=S)Nc1ccc(Cl)c(Cl)c1 | -15.5%
O=C(OCc1ccccc1F)c1ccc(-c2nnn(Cc3ccccc3)n2)cc1 | -10.4%
COc1ccc(C(=O)N(Cc2ccc(N(C)C)cc2)CC2CCCO2)cc1 (stereo unspecified) | 5.6%
CCCN(CCC)C(=O)C1CCCN(S(=O)(=O)c2cc(Br)cc3c2N(C(=O)CC)CC3)C1 (stereo unspecified) | -6.3%
CCOC(=O)C1(Cc2cccc(OC)c2)CCN(Cc2cccc(OC)c2O)CC1 | -1.3%
COc1cccc(CNC[C@H]2O[C@@H](n3ccc(N)nc3=O)[C@H](O)[C@@H]2O)c1OCc1ccc(F)cc1Cl | 5.2%
CCOc1cnc(-c2c(-c3ccccc3Cl)noc2C)o1 | -2.8%
CSc1ccc(-c2nnn(CC(=O)Nc3sc4c(c3C#N)CCC(C(C)(C)C)C4)n2)cc1 (stereo unspecified) | 1.0%
O=C(Nc1cc(F)ccc1F)N1CCN(c2ccnc3cc(Cl)ccc23)CC1 | 7.8%
Cc1nc(SCC(=O)OCc2ccccc2)c2c(=O)n(C)c(=O)n(C)c2n1 | -10.3%
Cc1ccc(-n2ncc(C(=O)NCCc3ccsc3)c2C2CCN(C(=O)OC(C)(C)C)CC2)cc1C | 2.6%
COCCCNC(=O)c1ccc(Cn2c(=O)c3ccccc3n(CC(=O)Nc3ccc(C)cc3C)c2=O)cc1 | -0.2%
CCOC(=O)c1ccc(NC2SC(=O)N(Cc3cccc(C(=O)O)c3)C2=O)cc1 (stereo unspecified) | 1.9%

Next section
mol | aSyn tox rescue
COC(=O)[C@H]1C[C@@]2(O)CN(S(=O)(=O)c3ccc(C)cc3)C[C@@]2(OC(=O)NCc2ccc(OC)c(OC)c2)C[C@H]1C(=O)OC | 9.2%
CCN(CC)C(=O)C(Sc1nnnn1-c1ccc(O)cc1)c1ccccc1 (stereo unspecified) | 2.1%
O=C(NCCc1ccc(F)cc1)C(=O)NCC(c1cccs1)S(=O)(=O)c1ccc(Cl)cc1 (stereo unspecified) | u
COc1ccc(N2CCN(C(=O)CCn3c(=O)c4cccn4c4cccnc43)CC2)cc1 | -6.4%
COc1ccc(NC(=O)CC2C(=O)N(c3cccc(OC)c3)C(=O)N2Cc2cccnc2)cc1 (stereo unspecified) | 2.1%
CC1=C(C(=O)N(C)C)CC(CC(=O)NC2CCCCC2)C(=O)N1CCC1=CCCCC1 (stereo unspecified) | 8.3%
Cc1[nH]n(S(=O)(=O)Cc2ccccc2)c(=O)c1N=Nc1ccccc1Cl | -13.5%
O=C(c1ccc(CSc2nc3ccncc3n2Cc2ccccc2F)cc1)N1CCCCC1 | 1.2%
CC1CCN(C(=O)c2cnn(-c3ccc(Cl)cc3)c2C2CCN(C(=O)OC(C)(C)C)CC2)CC1 | -2.5%
Cc1ccc(-c2nc3cc(NC(=O)c4cc(Br)ccc4Cl)ccc3o2)cc1 | -16.5%
Cc1cccc(NC(=O)C2CCN(C(=O)c3ccc(Cl)cc3)CC2)n1 | 3.9%
Cc1cc(/C=C2/SC(=O)N(CC(=O)N3CCOCC3)C2=O)c(C)n1-c1ccccc1F | -10.4%
CCC(C)Cn1c(/C=C/c2ccccc2)nc2ccccc21 (stereo unspecified) | -19.6%
CCc1ccc(CNC(=O)CN2C(=O)C3CCCCN3c3ccc(C(=O)N4CCCC4)cc32)cc1 (stereo unspecified) | -0.8%
Cc1nc(CNS(=O)(=O)c2ccc3ccccc3c2)cs1 | -8.9%
Cc1csc(=O)n1CCC(=O)OCC(=O)NNC(=O)c1ccc(Cl)cc1 | -7.8%
CCN(C(=O)Cn1c(=O)n(-c2ccccc2)c(=O)c2ccc(C(=O)NCc3ccc4c(c3)OCO4)cc21)c1cccc(C)c1 | 5.4%
CCOc1ccc(CCNC(=O)C2CCC(CNS(=O)(=O)c3ccc(Cl)cc3)CC2)cc1OCC (stereo unspecified) | 3.6%

Exported with each value named: part of the list above
> Cc1cc(/C=C2/SC(=O)N(CC(=O)N3CCOCC3)C2=O)c(C)n1-c1ccccc1F
  aSyn tox rescue: -10.4%

> CCC(C)Cn1c(/C=C/c2ccccc2)nc2ccccc21 (stereo unspecified)
  aSyn tox rescue: -19.6%

> CCc1ccc(CNC(=O)CN2C(=O)C3CCCCN3c3ccc(C(=O)N4CCCC4)cc32)cc1 (stereo unspecified)
  aSyn tox rescue: -0.8%

> Cc1nc(CNS(=O)(=O)c2ccc3ccccc3c2)cs1
  aSyn tox rescue: -8.9%

An excerpt, so the mix of outcomes need not match the whole.
